Screens: PubChem BioAssay, Broad Institute
ERp5 block: inhibitors of ERp5-driven insulin aggregation, primary screen, biochemical, turbidity, absorbance 650 nm, single point; Protein disulfide-isomerase A6 (Homo sapiens), Q15084; 90 min; inhibition, % at 9.99 µM; hit rate 0.05% among 350,000; AID 651711, 2012;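 active means mean replicate inhibition above about 25%, with every replicate also reaching it, limit read from the data, passing the limit was not always enough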
CASP6 VEID inh: human caspase-6 inhibitors, primary screen, biochemical, VEID-R110 fluorescence, single point, set 2; purified caspase-6, Z-VEID-R110 cleavage fluorescence; inhibition, % at 12.5 µM; AID 686996, 2013; hit rate 0.53% among 350,000;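 active means mean inhibition across replicates at least about 35%, with every replicate also reaching that limit, limit read from the data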;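 further: 0% = median of neutral control wells and 100% = no fluorescence left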
ERAP1 HTS inh: human ERAP1 aminopeptidase inhibitors, primary screen, biochemical, single point, plate reader | Endoplasmic reticulum aminopeptidase 1 (Homo sapiens), Q9NZ08 | recombinant ERAP1, Leu-AMC fluorescence, 60 min | inhibition, % at 10.7 µM | hit rate 0.15% among 340,000 | AID 652197, 2013;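 active means mean replicate inhibition of at least 30%, or all replicates individually reaching that 30% level; inactive means mean below 30% and not every replicate reaching it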;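 further: 0% = neutral control wells and 100% = L-leucinethiol positive control wells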
Target sequence (Q9NZ08 whole entry, looked up): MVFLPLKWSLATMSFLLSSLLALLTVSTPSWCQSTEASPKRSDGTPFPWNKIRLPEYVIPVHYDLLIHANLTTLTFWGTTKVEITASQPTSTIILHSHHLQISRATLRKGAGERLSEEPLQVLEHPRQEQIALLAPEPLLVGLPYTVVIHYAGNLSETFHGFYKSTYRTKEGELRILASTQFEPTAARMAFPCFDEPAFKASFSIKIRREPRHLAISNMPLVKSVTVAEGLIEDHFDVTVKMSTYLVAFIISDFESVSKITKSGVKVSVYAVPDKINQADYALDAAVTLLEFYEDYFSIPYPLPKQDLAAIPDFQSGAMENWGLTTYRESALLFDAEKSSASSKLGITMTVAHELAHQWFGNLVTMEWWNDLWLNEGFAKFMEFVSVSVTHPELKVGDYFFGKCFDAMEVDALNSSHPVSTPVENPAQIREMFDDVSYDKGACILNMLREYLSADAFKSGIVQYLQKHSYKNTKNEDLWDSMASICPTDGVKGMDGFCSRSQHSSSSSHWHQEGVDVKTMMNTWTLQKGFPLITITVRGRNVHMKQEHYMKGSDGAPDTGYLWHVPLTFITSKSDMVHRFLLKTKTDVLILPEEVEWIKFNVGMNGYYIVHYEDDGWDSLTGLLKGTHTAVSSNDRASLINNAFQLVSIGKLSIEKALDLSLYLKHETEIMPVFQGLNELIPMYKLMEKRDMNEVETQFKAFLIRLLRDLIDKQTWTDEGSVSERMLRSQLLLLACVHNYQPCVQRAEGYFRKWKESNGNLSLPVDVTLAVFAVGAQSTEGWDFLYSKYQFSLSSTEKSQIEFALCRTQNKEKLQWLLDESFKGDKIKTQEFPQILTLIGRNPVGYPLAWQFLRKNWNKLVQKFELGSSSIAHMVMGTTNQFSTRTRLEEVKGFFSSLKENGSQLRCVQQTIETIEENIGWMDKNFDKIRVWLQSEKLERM
F508del corr: F508del CFTR correction, initial screen, CFBE line, single point. hit rate 0.36% among 350,000. activity (quench increase), % at 7.58 µM. AID 720511, 2013. CFBE cells, YFP halide quenching; stimulated with forskolin plus potentiator P3; % fluorescence drop versus neutral controls;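 active means mean added fluorescence quench of at least 8% versus neutral control, with both replicates also reaching 8%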;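 further: cells transiently co-express mutant CFTR-F508del with the halide-sensitive YFP; corrector assay measuring rescue of mutant channel to the surface after 24 h compound exposure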
miR122 inh: miR-122 Renilla sensor signal increase in Huh7, primary screen, miR-122 inhibitor project, cell-based, single point, plate reader. hit rate 0.3% among 340,000. activation (reporter increase), % at 12.5 µM. Huh7 miR-122 Renilla luciferase sensor, 48 h; neutral wells = 0, positive control = 100;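 active means mean replicate activation score at least 90 and every replicate individually at or above 90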;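 further: higher luciferase means less miR-122 activity so hits act as miR-122 inhibitors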
SIRT5 inh: SIRT5 desuccinylase inhibitors, primary screen, biochemical, fluorescence imaging, single point, set 5. NAD-dependent protein deacylase sirtuin-5, mitochondrial (Homo sapiens), Q9NXA8. Purified SirT5, succinyl-peptide AMC, trypsin-coupled fluorescence. inhibition, % at 15 µM. hit rate 1.1% among 330,000; in the data active means inhibition above about 15%
DENV2 CPE: inhibitors of DENV2 cytopathic effect, primary screen, cell-based, plate reader, single concentration; DENV2-infected cells, cytopathic effect rescue; CPE inhibition, % at 9.99 µM; hit rate 1.7% among 350,000; AID 651640, 2012; in the data active means CPE inhibition above about 20%, passing the limit was not always enough; tested in BHK-21 cells;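 further: 0% = median of neutral control wells and 100% = median of positive control wells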
The depositor's hits bear a star; [ ] = dose if it differs, or a comment.

What do the screens show for `COc1ccc(-c2nnc3ccc(SCC(=O)N4CCCCC4)nn23)cc1OC`?
ERp5 block: -4; CASP6 VEID inh: -1; ERAP1 HTS inh: 2; F508del corr: -2.5; miR122 inh: -3; SIRT5 inh: 1; DENV2 CPE: 30*

How did C[C@H]1CN([C@@H](C)CO)C(=O)CCCn2cc(nn2)CO[C@H]1CN(C)Cc1ccc(O)cc1 do in these assays?
ERp5 block: 0; CASP6 VEID inh: -3; ERAP1 HTS inh: -2; F508del corr: 2.1; miR122 inh: 1[16.7 µM]; SIRT5 inh: -2; DENV2 CPE: 9

What do the screens show for `Nc1nc2cc(S(=O)(=O)N3CCOCC3)ccc2o1`?
ERp5 block: 2; CASP6 VEID inh: -1; ERAP1 HTS inh: -7; F508del corr: 3.3; miR122 inh: -2; SIRT5 inh: 0; DENV2 CPE: -3

What do the screens show for `O=C1C=C(NCCc2ccccc2)C2(CCCCC2)O1`?
ERp5 block: -5; CASP6 VEID inh: 3; ERAP1 HTS inh: 6; F508del corr: -1.5; SIRT5 inh: 3; DENV2 CPE: 1

How did COc1ccc(C2c3c(oc4ccccc4c3=O)C(=O)N2CC2CCCO2)cc1 (configuration not stated) do in these assays?
ERp5 block: -3; CASP6 VEID inh: 2; ERAP1 HTS inh: 0; F508del corr: -0.9; SIRT5 inh: 1; DENV2 CPE: -4

What do the screens show for `O=S(=O)(c1ccc(Br)cc1)c1nc(-c2ccccc2)oc1NCCN1CCOCC1`?
ERp5 block: 3; CASP6 VEID inh: 1; ERAP1 HTS inh: -4; F508del corr: 0.4; miR122 inh: 3; SIRT5 inh: -1; DENV2 CPE: -15

What do the screens show for `CC1=CC(=O)N(c2ccn(C)n2)C1=O`?
ERp5 block: 1; CASP6 VEID inh: -3; ERAP1 HTS inh: 1; F508del corr: 1.0; SIRT5 inh: 0; DENV2 CPE: -3

What do the screens show for `N#CC1=C(N)Oc2[nH]c(=S)[nH]c(=O)c2C12C(=O)Nc1ccccc12` (configuration not stated)?
ERp5 block: -2; CASP6 VEID inh: 45*; ERAP1 HTS inh: 15; F508del corr: -0.7; miR122 inh: -1; SIRT5 inh: 4; DENV2 CPE: -3

What do the screens show for `COc1ccccc1NC(=S)N/N=C/c1ccc(O)cc1`?
ERp5 block: -2; CASP6 VEID inh: 2; ERAP1 HTS inh: -3; SIRT5 inh: 0; DENV2 CPE: -2

How did CC(=O)Nc1cccc(-c2csc(C(O)c3cccc(Cl)c3)n2)c1 (configuration not stated) do in these assays?
ERp5 block: 1; CASP6 VEID inh: 3; ERAP1 HTS inh: 4; F508del corr: 0.7; miR122 inh: 12; SIRT5 inh: -1

What do the screens show for `C[C@@H]1CN([C@H](C)CO)C(=O)Cc2cc(NC(=O)NC3CCCCC3)ccc2O[C@H]1CN(C)C(=O)Nc1cccc2ccccc12`?
ERp5 block: 2; CASP6 VEID inh: -1; ERAP1 HTS inh: -3; F508del corr: -0.9; miR122 inh: 1[16.7 µM]; SIRT5 inh: -9; DENV2 CPE: -4

Results for C[C@@H]1CCCCO[C@H](CN(C)Cc2ccc(C(F)(F)F)cc2)[C@H](C)CN([C@H](C)CO)C(=O)c2cc(NS(=O)(=O)c3ccccc3)ccc2O1 ?
ERp5 block: 2; CASP6 VEID inh: 0; ERAP1 HTS inh: 0; F508del corr: -3.9; miR122 inh: -5[16.7 µM]; SIRT5 inh: -4; DENV2 CPE: -15

How did O=C1C=C(N2CCOCC2)c2cccc3cccc1c23 do in these assays?
ERp5 block: 10; CASP6 VEID inh: -8; ERAP1 HTS inh: 13; F508del corr: 2.6; DENV2 CPE: 7

Results for COC(CNC(=O)c1ccc(CS(=O)(=O)c2ccc(Br)cc2)o1)OC ?
ERp5 block: 2; CASP6 VEID inh: 3; ERAP1 HTS inh: -1; F508del corr: 0.9; miR122 inh: 5; SIRT5 inh: -3; DENV2 CPE: -3

Results for C[C@H](CO)N1C[C@H](C)[C@H](CN(C)Cc2ccc(O)cc2)OCc2ccccc2-c2ccccc2C1=O ?
ERp5 block: 1; CASP6 VEID inh: 1; ERAP1 HTS inh: 0; F508del corr: -0.5; SIRT5 inh: -6; DENV2 CPE: 15

What do the screens show for `C1=C(c2ccccc2)Nc2ncnn2C1c1ccccc1` (configuration not stated)?
ERp5 block: 6; CASP6 VEID inh: 1; ERAP1 HTS inh: -16; F508del corr: 1.1; miR122 inh: -5; SIRT5 inh: 0; DENV2 CPE: 5

How did O=C(C1COc2ccccc2O1)N1CCN(c2nc3ccc([N+](=O)[O-])cc3s2)CC1 (configuration not stated) do in these assays?
ERp5 block: -4; CASP6 VEID inh: 1; ERAP1 HTS inh: -5; F508del corr: 2.9; SIRT5 inh: 1; DENV2 CPE: -5

How did Cc1cccc(C(=O)NC(NC(=S)Nc2ccc(S(N)(=O)=O)cc2)C(Cl)(Cl)Cl)c1 (configuration not stated) do in these assays?
ERp5 block: 2; CASP6 VEID inh: 1; ERAP1 HTS inh: -61; F508del corr: 5.6; SIRT5 inh: 3; DENV2 CPE: -8

What do the screens show for `CCOc1ccc(/C(O)=C2\C(=O)C(=O)N(c3ccc(OC)cc3)C2c2ccccc2[N+](=O)[O-])cc1` (configuration not stated)?
ERp5 block: -6; CASP6 VEID inh: -2; ERAP1 HTS inh: -3; F508del corr: -0.7; miR122 inh: 2; SIRT5 inh: 2; DENV2 CPE: 1

How did CCN(C(=O)COC(=O)/C=C/c1c(C)nn(-c2ccccc2)c1C)C1CCS(=O)(=O)C1 (configuration not stated) do in these assays?
ERp5 block: -1; CASP6 VEID inh: 2; F508del corr: -1.1; miR122 inh: 12; SIRT5 inh: 0; DENV2 CPE: 19

Results for CCOc1cccc(C(=O)NC(=S)Nc2cccc(NC(=O)c3ccccc3Cl)c2)c1 ?
ERp5 block: 1; CASP6 VEID inh: 1; ERAP1 HTS inh: -1; SIRT5 inh: -6; DENV2 CPE: 11

Results for CC(=O)/C(=N/Nc1ccc([N+](=O)[O-])cc1)N1CCCc2ccccc21 ?
ERp5 block: -1; CASP6 VEID inh: -5; ERAP1 HTS inh: -2; F508del corr: 1.3; miR122 inh: -2; SIRT5 inh: -1; DENV2 CPE: 3

How did C[C@@H]1CN([C@@H](C)CO)C(=O)c2cc(NS(=O)(=O)c3ccccc3)ccc2O[C@@H](C)CCCCO[C@@H]1CN(C)C(=O)c1ccccc1 do in these assays?
ERp5 block: 3; CASP6 VEID inh: -1; ERAP1 HTS inh: -1; F508del corr: 2.2; miR122 inh: -1[16.7 µM]; SIRT5 inh: 5; DENV2 CPE: 10

What do the screens show for `CCOC(=O)c1cc(CC)sc1NC(=O)CSc1nc2ccccc2c(=O)n1Cc1ccco1`?
ERp5 block: -1; CASP6 VEID inh: -1; ERAP1 HTS inh: 1; miR122 inh: -10; SIRT5 inh: -1; DENV2 CPE: 14

What do the screens show for `COc1ccc(C(=O)COC(=O)/C=C/c2ccco2)cc1F`?
ERp5 block: -17; CASP6 VEID inh: 19; ERAP1 HTS inh: 5; F508del corr: -0.2; miR122 inh: -10; SIRT5 inh: -11; DENV2 CPE: -5

What do the screens show for `N#C[C@H]1[C@H](c2ccc(-c3ccccc3F)cc2)[C@@H](CO)N1C(=O)C1CCC1`?
ERp5 block: 1; CASP6 VEID inh: 2; ERAP1 HTS inh: 3; F508del corr: 0.5; SIRT5 inh: 1; DENV2 CPE: -7

Results for CCCOC(=O)c1ccc(Oc2cn[nH]c2-c2ccc(O)cc2O)cc1 ?
ERp5 block: -1; CASP6 VEID inh: 18; F508del corr: 3.8; miR122 inh: 6; SIRT5 inh: 4; DENV2 CPE: 6

What do the screens show for `Cn1ccc(/C=N/N=C2/NC(=O)CS2)n1`?
ERp5 block: 6; CASP6 VEID inh: 0; ERAP1 HTS inh: 3; F508del corr: -0.1; miR122 inh: 3; SIRT5 inh: 2; DENV2 CPE: 0

Results for O=C(CN(C(=O)c1csnn1)c1ccc(Cl)cc1)NCc1ccc2c(c1)OCO2 ?
ERp5 block: 1; CASP6 VEID inh: -1; ERAP1 HTS inh: -1; F508del corr: -0.2; miR122 inh: -3; SIRT5 inh: -5; DENV2 CPE: 7

What do the screens show for `CCNC(=O)[C@@H]1[C@@H](CO)[C@@H]2Cn3c(ccc(C4=CCCC4)c3=O)[C@H]1N2C(=O)CC`?
ERp5 block: -1; CASP6 VEID inh: -4; ERAP1 HTS inh: 0; F508del corr: 1.0; miR122 inh: 5[16.7 µM]; SIRT5 inh: -20; DENV2 CPE: -8

Results for CN(CC(=O)Nc1ccccc1Cl)C1CCCCC1 ?
ERp5 block: -1; CASP6 VEID inh: 2; ERAP1 HTS inh: -3; F508del corr: -0.1; SIRT5 inh: -1; DENV2 CPE: 13

What do the screens show for `COc1ccc2c3c([nH]c2c1)[C@H](CO)N(C(=O)CC1CC1)CC31CN(C(=O)c2ccccc2)C1`?
ERp5 block: -6; CASP6 VEID inh: -1; ERAP1 HTS inh: -2; F508del corr: 0.6; SIRT5 inh: 2; DENV2 CPE: 15

What do the screens show for `Cc1ccc(SCc2cn3cc(Cl)ccc3n2)cc1`?
ERp5 block: 0; CASP6 VEID inh: -2; ERAP1 HTS inh: 0; F508del corr: -0.3; SIRT5 inh: -3; DENV2 CPE: -1

How did Cc1cc(C)c(C#N)c(SCc2nnc(-c3ccccc3[N+](=O)[O-])o2)n1 do in these assays?
ERp5 block: -7; CASP6 VEID inh: -3; ERAP1 HTS inh: 1; F508del corr: 1.3; miR122 inh: 5; SIRT5 inh: 12; DENV2 CPE: -2

What do the screens show for `COc1ccc(C(NC(=O)C2CCN(Cc3ccc(Oc4ccccc4)cc3)CC2)c2ccccn2)cc1` (configuration not stated)?
ERp5 block: -3; CASP6 VEID inh: -1; ERAP1 HTS inh: 4; F508del corr: -1.2; miR122 inh: -3; SIRT5 inh: -3; DENV2 CPE: -8

Results for C[C@@H]1CN([C@@H](C)CO)C(=O)Cc2cc(NC(=O)Nc3cccc4ccccc34)ccc2O[C@H]1CN(C)C(=O)Nc1ccccc1 ?
ERp5 block: 0; CASP6 VEID inh: 2; ERAP1 HTS inh: 0; F508del corr: 2.4; miR122 inh: -9[16.7 µM]; SIRT5 inh: 0; DENV2 CPE: 2

3 compounds already listed, arranged by formula weight, low to high:
Results for CN(CC(=O)Nc1ccccc1Cl)C1CCCCC1 ?
ERp5 block: -1; CASP6 VEID inh: 2; ERAP1 HTS inh: -3; F508del corr: -0.1; SIRT5 inh: -1; DENV2 CPE: 13

What do the screens show for `COc1ccc(C(=O)COC(=O)/C=C/c2ccco2)cc1F`?
ERp5 block: -17; CASP6 VEID inh: 19; ERAP1 HTS inh: 5; F508del corr: -0.2; miR122 inh: -10; SIRT5 inh: -11; DENV2 CPE: -5

What do the screens show for `COc1ccc2c3c([nH]c2c1)[C@H](CO)N(C(=O)CC1CC1)CC31CN(C(=O)c2ccccc2)C1`?
ERp5 block: -6; CASP6 VEID inh: -1; ERAP1 HTS inh: -2; F508del corr: 0.6; SIRT5 inh: 2; DENV2 CPE: 15

(further entries)
What do the screens show for `COc1cccc(S(=O)(=O)N2C[C@@H](O)COC[C@H]3O[C@H](CC(=O)N4CCOCC4)CC[C@@H]32)c1`?
ERp5 block: -11; CASP6 VEID inh: -1; ERAP1 HTS inh: -3; F508del corr: 1.2; miR122 inh: -2[16.7 µM]; SIRT5 inh: -2; DENV2 CPE: -6

Results for C[C@H]1CN([C@@H](C)CO)C(=O)c2cc(/C=C/c3ccccc3)cnc2O[C@H]1CN(C)C(=O)Cc1ccccn1 ?
ERp5 block: 1; CASP6 VEID inh: 0; ERAP1 HTS inh: 1; F508del corr: 2.1; miR122 inh: -4[16.7 µM]; SIRT5 inh: -13; DENV2 CPE: -2

How did Cc1c(O)ccc(/C=N/Nc2nc(-c3cccnc3)nc3ccccc23)c1O do in these assays?
ERp5 block: -1; CASP6 VEID inh: -3; ERAP1 HTS inh: 2; F508del corr: -3.2; miR122 inh: -8; SIRT5 inh: 1; DENV2 CPE: -1

What do the screens show for `O=C(CN1CCc2ccccc2C1)NC1CCCC1`?
ERp5 block: -6; CASP6 VEID inh: 0; ERAP1 HTS inh: -2; F508del corr: 0.2; SIRT5 inh: 0; DENV2 CPE: -1
